High-throughput results deposited in PubChem by Broad Institute.
PGC1a acetyl inh = lowers PGC1a acetylation signal in U2OS cells. AlphaScreen anti-acetyl-lysine; with virally co-expressed GCN5 acetyltransferase. inhibition, % at 15.6 µM. actives 0.17% (n = 350,000);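 active = every replicate shows inhibition of at least 40%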;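 also: 0% = neutral control wells and 100% = positive control wells; some results beyond the cut were filed as inactive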
miR122 inh = inhibitors of miR-122 in Huh7 cells. Huh7 miR-122 Renilla luciferase sensor, 48 h; neutral wells = 0, positive control = 100. activation (reporter increase), % at 12.5 µM. actives 0.3% (n = 340,000). AID 602342;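 active = mean replicate activation score at least 90 and every replicate individually at or above 90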;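 also: higher luciferase means less miR-122 activity so hits act as miR-122 inhibitors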
ERAP1 HTS inh = blocks human ERAP1 aminopeptidase activity | recombinant ERAP1, Leu-AMC fluorescence, 60 min | inhibition, % at 10.7 µM | actives 0.15% (n = 340,000) | AID 652197;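 active = mean replicate inhibition of at least 30%, or all replicates individually reaching that 30% level; inactive = mean below 30% and not every replicate reaching it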;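 also: 0% = neutral control wells and 100% = L-leucinethiol positive control wells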
E-sel inducer = E-selectin induction on HUVECs | HUVEC E-selectin immunofluorescence imaging; normalized: neutral wells 0, TNF-alpha wells 100 | AID 686992 | P16581 | actives 0.37% (n = 260,000) | activation, % at 7.58 µM;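 active = mean E-selectin-positive cell signal at least 10% of the positive control, reached in at least 60% of replicates, without over 20% cell loss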;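 also: in these data hits start at about 27%; measured in HUVEC primary endothelial cells; signal is the percent of cells scored E-selectin positive by PE staining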
Target sequence (P16581 whole entry, looked up): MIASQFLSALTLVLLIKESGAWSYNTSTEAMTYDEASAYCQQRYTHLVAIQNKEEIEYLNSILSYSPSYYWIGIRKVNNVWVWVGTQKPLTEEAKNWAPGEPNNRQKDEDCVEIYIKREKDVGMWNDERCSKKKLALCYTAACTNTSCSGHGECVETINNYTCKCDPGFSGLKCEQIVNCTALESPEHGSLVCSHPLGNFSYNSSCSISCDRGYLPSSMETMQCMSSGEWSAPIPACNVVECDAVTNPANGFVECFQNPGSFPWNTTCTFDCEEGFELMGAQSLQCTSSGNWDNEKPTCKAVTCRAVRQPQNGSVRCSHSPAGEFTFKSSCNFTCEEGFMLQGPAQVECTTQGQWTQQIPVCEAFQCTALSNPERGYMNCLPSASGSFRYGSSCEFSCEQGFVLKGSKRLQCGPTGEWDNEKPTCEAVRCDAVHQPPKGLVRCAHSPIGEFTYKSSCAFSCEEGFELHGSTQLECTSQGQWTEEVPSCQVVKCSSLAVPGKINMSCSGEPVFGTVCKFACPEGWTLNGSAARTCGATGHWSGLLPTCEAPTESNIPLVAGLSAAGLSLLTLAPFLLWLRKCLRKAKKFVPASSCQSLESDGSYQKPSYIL
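Read-out basis: % PE-positive cells; Test system: HUVEC primary endothelial cells; Technique: immunofluorescence imaging; Dosing: single-point compound dose.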
RAD54 inh = inhibitors of human RAD54 branch migration; RAD54 Holliday junction branch migration, FAM/BHQ fluorescence; inhibition, % at 10.4 µM; actives 0.14% (n = 360,000);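 active = mean normalized replicate activity at least 40 and at least half of replicates scoring 40 or more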;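 also: 0% = median of neutral control wells and 100% = median of positive control wells; inhibitors cause a drop in the FAM fluorescence signal; in these data hits start at about 50%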
PglD DTNB = blocks C. jejuni PglD acetyltransferase activity; purified PglD enzyme, DTNB colorimetric CoA detection; inhibition, % at 12.5 µM; actives 0.098% (n = 360,000); AID 602405; in the data active = inhibition above about 16%, passing the limit was not always enough; also: strong numbers were not always called active
RAD52 inh = blocks human RAD52 DNA annealing. P43351. recombinant RAD52 DNA annealing, FRET fluorescence. inhibition, % at 18.7 µM. actives 0.46% (n = 360,000);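 active = every replicate showing at least 50% inhibition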
Target sequence (P43351 whole entry, looked up): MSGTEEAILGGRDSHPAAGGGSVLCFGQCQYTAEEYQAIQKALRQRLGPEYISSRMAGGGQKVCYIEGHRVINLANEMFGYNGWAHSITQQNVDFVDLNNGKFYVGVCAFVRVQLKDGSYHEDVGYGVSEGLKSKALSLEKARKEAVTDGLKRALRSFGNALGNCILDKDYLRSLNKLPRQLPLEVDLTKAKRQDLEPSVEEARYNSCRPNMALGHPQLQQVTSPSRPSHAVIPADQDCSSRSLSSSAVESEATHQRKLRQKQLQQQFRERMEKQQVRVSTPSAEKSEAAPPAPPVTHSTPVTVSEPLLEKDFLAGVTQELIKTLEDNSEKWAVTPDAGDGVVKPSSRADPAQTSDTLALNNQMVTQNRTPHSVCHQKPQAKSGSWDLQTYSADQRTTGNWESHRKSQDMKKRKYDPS
Cneo AK release = Cryptococcus neoformans lysis via adenylate kinase release; C. neoformans lysis, adenylate kinase release luminescence, 4 h; normalised: neutral wells 0, clomiphene wells 100; lysis activity, % at 15 µM; actives 0.2% (n = 360,000); AID 651654;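 active = mean lysis activity across replicates of at least 80%, whatever share of replicates individually reach that level; inactive = mean lysis activity below 80%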
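Test system: log-phase Cryptococcus neoformans yeast cells. Input: 5 × 10^6 yeast cells/mL. Medium: fresh YPD growth medium. Doses: single dose. Incubation: static 4 h at 37 °C with compound, 1 h detection. Measured by: luminescent adenylate kinase detection reagent. Read-out: signal increase indicating cell lysis. Benchmarks: Clomiphene.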
Active calls of the source: *; / = no result given; [ ] = dose if it differs, or a comment.

SMILES	PGC1a acetyl inh	miR122 inh	ERAP1 HTS inh	E-sel inducer	RAD54 inh	PglD DTNB	RAD52 inh	Cneo AK release
CC1CC(C)CN(C(=O)C2CCN(S(=O)(=O)c3c(Cl)cccc3Cl)CC2)C1 (stereo not drawn)	/	-5.0	0.0	/	-0.1	-2.5	-4.2	-2.4
Cc1sc2ncnc(N3CCC(C(=O)NNC(=O)c4ccc(F)cc4)CC3)c2c1C	5.7	2.7	1.1	0.0	-0.4	-5.6	-23.2	-0.7
COc1ccc(N2C(=O)S[C@@H]3CS(=O)(=O)C[C@@H]32)cc1	2.3	-2.3	/	/	-3.7	-1.9	/	-2.5
O=C(C[C@H]1CC[C@@H]2[C@H](COC[C@H](O)CN2C(=O)Nc2ccc(C(F)(F)F)cc2)O1)NC1Cc2ccccc2C1	12.2	-2.2[16.7 µM]	2.0	0.1	0.7	-2.5	-0.2	-2.2
N#Cc1csc(CCNC(=O)c2ccccc2)n1	1.5	-7.0	-1.7	0.2	-1.1	-5.0	3.1	1.2
Cc1cc(C)c(NC(=O)COC(=O)c2nc3nccc(C)n3n2)c(Cl)c1	-1.6	-7.2	-1.7	0.4	3.4	-0.9	-24.3	-0.6
C[C@@H]1CN([C@@H](C)CO)C(=O)c2cccc(NC(=O)Nc3ccccc3)c2O[C@H]1CN(C)Cc1ccc(C(F)(F)F)cc1	/	114.8*[16.7 µM]	4.3	10.4	7.3	-2.6	-5.9	0.3
CC(=O)Oc1ccc(-c2nc3ccccc3c(=O)o2)cc1	0.0	4.6	-0.9	/	1.4	1.3	-17.3	-2.9
CC1SCC(=O)N(CC(=O)NC2CCCCC2)C1=O (stereo not drawn)	6.8	/	-5.4	7.2	/	/	-21.1	/
O=C(CCN1C(=O)c2ccccc2C1=O)N(CCO)Cc1ccccc1	15.0	-3.5	/	/	-3.3	5.7	/	-0.3
CCOc1ccc2oc(C(=O)Nc3ccc4c(c3)OCO4)c(C)c2c1	6.0	-2.5	1.4	0.1	2.7	1.7	-17.8	-1.8
CCOC(=O)c1cc(-c2cccnc2)nn1-c1ccccc1	-12.0	0.2	-5.5	/	-10.1	4.4	-7.8	6.2
O=C(NCc1ccccc1)C(=O)NCC1OCCN1C(=O)c1cccs1 (stereo not drawn)	-4.5	-5.7	1.2	-1.1	1.3	-3.9	-24.3	-2.7
O=C(COC(=O)C1CC(=O)N(Cc2ccco2)C1)c1ccc(OC(=O)c2ccccc2)cc1 (stereo not drawn)	-4.6	-3.9	/	/	7.7	-6.6	/	-0.4
COc1ccccc1C(=O)NCC(=O)N1CC=C(c2ccccc2)CC1	-2.3	-12.4	-3.3	/	-11.6	0.9	-9.0	-0.9

Looked up by structure from the list above (four):
SMILES	PGC1a acetyl inh	miR122 inh	ERAP1 HTS inh	E-sel inducer	RAD54 inh	PglD DTNB	RAD52 inh	Cneo AK release
C[C@@H]1CN([C@@H](C)CO)C(=O)c2cccc(NC(=O)Nc3ccccc3)c2O[C@H]1CN(C)Cc1ccc(C(F)(F)F)cc1	/	114.8*[16.7 µM]	4.3	10.4	7.3	-2.6	-5.9	0.3
CCOC(=O)c1cc(-c2cccnc2)nn1-c1ccccc1	-12.0	0.2	-5.5	/	-10.1	4.4	-7.8	6.2
O=C(COC(=O)C1CC(=O)N(Cc2ccco2)C1)c1ccc(OC(=O)c2ccccc2)cc1 (stereo not drawn)	-4.6	-3.9	/	/	7.7	-6.6	/	-0.4
CC(=O)Oc1ccc(-c2nc3ccccc3c(=O)o2)cc1	0.0	4.6	-0.9	/	1.4	1.3	-17.3	-2.9

The results go on:
SMILES	PGC1a acetyl inh	miR122 inh	ERAP1 HTS inh	E-sel inducer	RAD54 inh	PglD DTNB	RAD52 inh	Cneo AK release
COc1ccc(NC(=O)N(C)C[C@H]2Oc3ccc(NS(=O)(=O)c4ccc(OC)cc4)cc3CC(=O)N([C@H](C)CO)C[C@H]2C)cc1	-13.5	7.5[16.7 µM]	1.7	-0.2	1.9	1.7	0.2	-2.5
CCOC(=O)CSc1nnc(NC(=O)CN2CCCCC2)s1	/	/	-2.1	-0.1	-0.9	3.4	-10.5	0.6
O=C(O)CC(c1ccc(Cl)cc1)n1cccc1 (stereo not drawn)	7.1	-1.6	/	/	1.2	-9.2	/	-0.8
CCOc1ccc(C(CC(=O)O)NC(=O)Cc2ccc(Cl)cc2)cc1 (stereo not drawn)	2.9	0.5	-1.6	/	-3.9	-5.0	-11.6	0.4
NC(=O)c1ccccc1NC(=O)c1cccc(C(=O)Nc2ccccc2C(N)=O)n1	-14.0	2.6	-7.5	/	-8.4	-1.9	-10.7	0.3
CC12CC3CC(C)(C1)CC(CN)(C3)C2	0.5	-1.0	/	/	-5.1	0.5	/	2.4
COc1ccc(OC)c(N(CC(=O)N2CCCC2)S(=O)(=O)c2ccccc2)c1	-5.2	26.9	0.0	/	-4.0	-2.3	-13.2	-1.6
Cc1ccc(S(=O)(=O)N(C)C[C@@H]2Oc3ncc(C#Cc4ccc(C(F)(F)F)cc4)cc3C(=O)N([C@H](C)CO)C[C@@H]2C)cc1	-6.6	-10.7[16.7 µM]	0.5	-0.2	-10.4	4.6	-7.6	-2.8
CCC(=O)Nc1ccc2c(c1)C(=O)N(C)[C@@H]1CC[C@H](CC(=O)NCCN3CCCCC3)O[C@H]1CO2	3.3	7.8[16.7 µM]	0.0	0.0	-5.2	-0.1	6.1	0.8
COCCCN(CC(=O)O)S(=O)(=O)c1ccccc1	-5.6	2.0	-1.9	/	3.8	-2.6	-2.7	-1.0
COc1ccccc1N1CCN(Cc2cn[nH]c2-c2ccc(F)cc2)CC1	-6.4	-4.4	-4.5	/	4.9	3.7	-4.2	0.3
CC(=O)C(C)Oc1ccc2c3c(c(=O)oc2c1)CCCCC3 (stereo not drawn)	/	5.9	/	/	3.9	3.6	/	-4.1
O=C(Cn1ccc(=O)[nH]c1=O)Nc1nccs1	-2.9	0.2	0.9	-0.1	-9.6	0.3	4.9	0.8
CN(C)C(=O)c1cccc(-c2ccc([C@@H]3[C@H](CO)N4CCCCN(S(C)(=O)=O)C[C@@H]34)cc2)c1	-1.5	11.1[16.7 µM]	-0.6	0.1	-16.4	-2.2	-25.0	-2.2
COC(=O)c1cc(/C=C/c2ccccc2)on1	-1.5	-3.4	/	/	-8.3	1.3	/	1.1
O=C(N/N=C/c1c[nH]c2ccccc12)c1ccc([N+](=O)[O-])cc1Cl	0.5	-5.0	/	/	4.5	-0.3	/	-4.1
CC(C)NC(=O)Nc1ccc2c(c1)C(=O)N([C@@H](C)CO)C[C@H](C)[C@@H](CN(C)S(=O)(=O)c1cn(C)cn1)OCCCC[C@@H](C)O2	-0.6	2.9[16.7 µM]	0.9	/	3.8	-0.2	-2.9	0.5
CN1CCN(c2ccc(Cl)cc2NC(=O)/C=C/c2cccc(F)c2)CC1	-16.0	/	-3.6	1.2	/	/	-9.4	/
CC1Oc2ccccc2N(CC(=O)NC2CCCC2)C1=O (stereo not drawn)	/	/	1.3	/	-5.6	3.8	-14.3	-1.1
CC(C)NC(=O)N1CCCCN2[C@H](CO)[C@H](c3ccc(C#CC4CC4)cc3)[C@H]2C1	0.4	6.1[16.7 µM]	1.0	0.2	-0.9	1.7	0.8	-0.2
C[C@H]1CN([C@@H](C)CO)C(=O)Cc2cc(NC(=O)NC3CCCCC3)ccc2O[C@@H]1CN(C)Cc1ccncc1	-5.1	-6.3[16.7 µM]	/	-4.7	1.4	-1.5	-11.2	7.8
CN(c1ccccc1C(=O)Nc1ccc(S(=O)(=O)N2CCCCC2)cc1)S(C)(=O)=O	4.1	26.2	/	/	-1.9	-4.0	/	1.8
CC(C)C[C@H]1CNC(=O)C(=O)N1CC1CCN(CCC(C)(C)C)CC1	1.7	-2.9	/	-0.1	0.1	7.4	-11.8	0.6
CCc1cccc(C)c1N=Cc1c(O)c2ccccc2oc1=O	/	/	0.1	/	-8.4	-0.3	-28.1	-0.6
COc1ccc(S(=O)(=O)Nc2ccc3c(c2)CC(=O)N([C@@H](C)CO)C[C@H](C)[C@H](CN(C)C(=O)Nc2cccc4ccccc24)O3)cc1	-11.2	-0.9[16.7 µM]	1.2	-13.4	-1.6	1.0	-4.7	-1.5
COC(=O)[C@@H]1C[C@@H]2CC[C@@H](O)C[C@@H]2N1Cc1ccc(C(F)(F)F)cc1	/	-7.1	2.2	0.0	-4.4	-0.7	-29.2	2.5
N=c1n(CCO)c2ccccc2n1CCOc1ccc(Cl)cc1Cl	-20.6	-7.2	-2.9	0.5	-3.4	-5.2	28.2	2.3
O=C(Nc1ccccn1)c1cccc(S(=O)(=O)N2CCCc3ccccc32)c1	/	/	-1.0	-0.6	-13.9	-1.7	-18.7	-1.9
O=c1c2ccccc2[nH]c2ccc(O)cc12	/	-3.9	-34.7	/	4.2	-1.1	-18.7	-1.3
CC1(NC(=O)Cc2ccc(Cl)c(Cl)c2)CCS(=O)(=O)C1 (stereo not drawn)	8.1	-6.1	-0.3	/	-5.7	1.5	-20.1	0.1

Single values from above:
CCOC(=O)c1cc(-c2cccnc2)nn1-c1ccccc1 in miR122 inh shows 0.2
C[C@H]1CN([C@@H](C)CO)C(=O)Cc2cc(NC(=O)NC3CCCCC3)ccc2O[C@@H]1CN(C)Cc1ccncc1 in miR122 inh shows -6.3[16.7 µM]
NC(=O)c1ccccc1NC(=O)c1cccc(C(=O)Nc2ccccc2C(N)=O)n1 in PGC1a acetyl inh shows -14.0
N#Cc1csc(CCNC(=O)c2ccccc2)n1 in miR122 inh shows -7.0
Cc1cc(C)c(NC(=O)COC(=O)c2nc3nccc(C)n3n2)c(Cl)c1 in miR122 inh shows -7.2
CC(C)C[C@H]1CNC(=O)C(=O)N1CC1CCN(CCC(C)(C)C)CC1 in E-sel inducer shows -0.1

miR122 inh, entries above that show a hit
SMILES	PGC1a acetyl inh	miR122 inh	ERAP1 HTS inh	PglD DTNB	RAD52 inh
C[C@@H]1CN([C@@H](C)CO)C(=O)c2cccc(NC(=O)Nc3ccccc3)c2O[C@H]1CN(C)Cc1ccc(C(F)(F)F)cc1	/	114.8*[16.7 µM]	4.3	-2.6	-5.9

(next part)
SMILES	PGC1a acetyl inh	miR122 inh	ERAP1 HTS inh	E-sel inducer	RAD54 inh	PglD DTNB	RAD52 inh	Cneo AK release
Cc1ccccc1OCCCC(=O)Nc1ccc(Br)cc1	1.1	4.2	/	/	12.3	1.7	/	-0.8
COC(=O)C(CC(C(=O)OC)C(=O)OC)C(=O)OC	2.8	-5.1	/	/	-0.9	-2.5	/	3.9
Cc1c(CCC(=O)N[C@@H](C)C(=O)O)c(=O)oc2c(C)c3oc4c(c3cc12)CCCC4	3.8	5.4	2.9	/	0.4	1.8	3.5	0.5
CCOc1cc(N2CCOCC2)c(OCC)cc1NC(=O)c1ccc(S(=O)(=O)N(C)C)cc1	3.4	6.3	/	-0.8	6.9	-3.7	0.2	3.4
